Compound activity deposited in PubChem by several laboratories.
S1P4 antagonist: antagonists of human S1P4 receptor; O95977; S1P4-expressing cells, antagonist mode, reporter read-out; inhibition, % at 4.98 µM; actives 0.26% (n = 220,000); AID 1510; in the data active = inhibition above about 29%;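 also: 0% = wells stimulated with agonist and 100% = vehicle wells without agonist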
BaF3 tox: parental Ba/F3 viability inhibition as JAK2V617F counter-screen; inhibition, % at 5.6 µM; actives 1.1% (n = 220,000); CellTiter-Glo ATP luminescence;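 active = inhibition above a per-campaign cutoff, the mean inhibition of all tested compounds plus 3 SD, cut at about 27% in these data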;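 also: 0% = DMSO wells and 100% = JAK Inhibitor I control wells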
S1P4 agonist: activates the human S1P4 receptor | O95977 | actives 0.35% (n = 220,000) | S1P4-expressing cell line, agonist reporter assay | AID 1509 | activation, % at 4.98 µM; in the data active = activation above about 11%;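 also: 0% = DMSO vehicle and 100% = reference agonist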
m-calpain inh: calpain II (pig) inhibition | purified calpain II, fluorogenic peptide substrate, 30 min | inhibition, % at 16 µM | actives 0.37% (n = 220,000) | AID 1236;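 active = inhibition above about 50%, limit read from the data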
EP2 mod: modulates human prostaglandin E2 receptor EP2 signaling | P43116 | EP2-expressing cells, cAMP HTRF FRET, PGE2 co-stimulation | induction, % at 25 µM | actives 0.83% (n = 260,000) | AID 940;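 active = compounds whose cAMP rise, as percent of the full-agonist control response, exceeds 60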;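 also: rat C6 glioma line stably carrying human EP2 under a CMV promoter; the protocol text gives 20 µM as final concentration; 100% = response of wells given 1 µM PGE2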
Target sequence (P43116 whole entry, looked up): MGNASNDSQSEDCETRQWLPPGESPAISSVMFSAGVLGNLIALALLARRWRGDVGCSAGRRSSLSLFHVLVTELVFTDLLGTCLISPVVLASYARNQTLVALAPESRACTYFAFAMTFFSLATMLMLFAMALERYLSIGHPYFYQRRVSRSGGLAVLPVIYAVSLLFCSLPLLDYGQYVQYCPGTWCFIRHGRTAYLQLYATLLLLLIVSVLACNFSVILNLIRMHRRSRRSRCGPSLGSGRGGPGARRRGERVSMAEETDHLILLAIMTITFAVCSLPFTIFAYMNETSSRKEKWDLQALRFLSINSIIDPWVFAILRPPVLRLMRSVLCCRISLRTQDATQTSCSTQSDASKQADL
zfTRPN1 agonist: activates the zebrafish TRPN1 channel; HEK293 zebrafish TRPN1-YFP, Fluo-8 calcium fluorescence; 100% = response to 87 µM carbachol; activation, % at 3 µM; actives 0.18% (n = 220,000);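 active = activation above its plate's cutoff, the mean activation of test wells on that plate plus 3 SD, cut at about 19% in these data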;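 also: 0% = DMSO alone and 100% = 87 µM carbachol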
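System: zebrafish TRPN1-YFP in HEK293 cells / Dosing: 3 µM single point / Timing: dye loading 1 h at 37 °C, then 30 min room temperature / Signal: Fluo-8 calcium fluorescence, excitation 470-495 nm, emission 515-575 nm / Read-out basis: percent activation from peak over basal fluorescence ratio, control-normalized / Control set: high carbachol 87 µM, low DMSO alone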
PERK inhibitor: blocks human PERK kinase; actives 0.17% (n = 220,000); Q9NZJ5; inhibition, % at 5.6 µM; CHO PERK-DD fusion, SEAP luminescence translation reporter; AID 1416;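 active = inhibition above the mean inhibition of all tested compounds plus 3 SD, set separately per screening campaign, cut at about 2.9% in these data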;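 also: PERK kinase domain activated by AP20187 dimerizer at 100 nM; 0% = DMSO with dimerizer and 100% = rapamycin at 8.4 µM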
Ba/F3 V617F tox: loss of viability in JAK2V617F-driven Ba/F3 cells. Ba/F3 EpoR-JAK2V617F viability, ATP luminescence. inhibition, % at 5.6 µM. actives 1.1% (n = 220,000);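 active = inhibition above the campaign mean plus 3 SD over all tested compounds, cut at about 24% in these data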;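 also: cytokine-independent growth of Ba/F3 cells driven by EpoR plus mutant JAK2; 0% = DMSO-treated cells and 100% = JAK inhibitor I control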
TRPML3 agonist: activates the human TRPML3 channel; HEK293 TRPML3-YFP, Fluo-8 calcium fluorescence; 100% = the carbachol control signal; activation, % at 3 µM; actives 0.29% (n = 220,000); AID 1448;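 active = activation above its plate's cutoff, the mean activation of the plate's test wells plus 3 SD, cut at about 12% in these data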;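 also: 0% = DMSO only wells and 100% = carbachol wells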
Target sequence (Q8TDD5 whole entry, looked up): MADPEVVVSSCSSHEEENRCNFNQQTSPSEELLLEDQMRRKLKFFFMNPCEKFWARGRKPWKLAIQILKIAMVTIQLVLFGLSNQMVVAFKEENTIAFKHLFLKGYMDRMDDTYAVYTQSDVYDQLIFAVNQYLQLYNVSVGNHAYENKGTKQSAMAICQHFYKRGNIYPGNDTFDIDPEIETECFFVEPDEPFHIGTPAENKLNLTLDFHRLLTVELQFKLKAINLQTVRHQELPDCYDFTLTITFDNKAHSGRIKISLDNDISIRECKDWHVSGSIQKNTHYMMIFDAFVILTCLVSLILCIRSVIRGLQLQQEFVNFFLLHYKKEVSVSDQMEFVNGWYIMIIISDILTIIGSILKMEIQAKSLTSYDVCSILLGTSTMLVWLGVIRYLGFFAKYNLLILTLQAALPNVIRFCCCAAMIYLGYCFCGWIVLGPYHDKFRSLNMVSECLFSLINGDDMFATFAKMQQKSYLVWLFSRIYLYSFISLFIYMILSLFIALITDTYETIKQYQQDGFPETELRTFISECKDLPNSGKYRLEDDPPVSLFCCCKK
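Test system: TRPML3-YFP stable HEK293 cells. Doses: single point at 3 µM. Incubation: dye loading 1 h 37 °C then 30 min ambient, 125 s read. Signal: Fluo-8 calcium dye fluorescence, ex 470-495, em 515-575 nm. Measure: percent activation from peak-to-basal fluorescence ratio, scaled between DMSO and carbachol.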
Numbers without * were called inactive; . = not tested or not shown; & = joins results of further samples. Rows are unselected. Share with any hit: about 3.6%.

| smiles | S1P4 antagonist | BaF3 tox | S1P4 agonist | m-calpain inh | EP2 mod | zfTRPN1 agonist | PERK inhibitor | Ba/F3 V617F tox | TRPML3 agonist |
| --- | --- | --- | --- | --- | --- | --- | --- | --- | --- |
| CC(C)(C)c1cc(NC(=O)CCl)n(-c2ccccc2)n1 | -15 | -9 | -0.8 | -16 | -18 | 1.2 | 0.2 | 30* | 0.7 |
| CCCNC(=O)N(C)c1nncnc1C(=O)NC | 1 | 6 | -1.2 | 2 | 13 | 0.0 | 2.0 | -2 | -0.1 |
| O=C(CCNC(=O)c1ccc(Br)o1)NCc1ccc(Cl)cc1 | -5 | 1 | -2.2 | 10 | 7 | -0.4 | -1.6 | -1 | 0.1 |
| COc1cc(N2CCCC2)c(OC)cc1/C=C(/C#N)c1cccc(Br)c1 | -9 | -1 | 0.5 | -28 | 33 | 0.2 | 1.3 | -3 | 1.1 |
| Cc1ccc(NC(=O)CS(=O)CC(=O)N(CC(=O)NC2CCCC2)c2cccc(C)c2C)cc1 (centres undefined) | 3 | 8 | -0.3 | 2 | 30 | 0.3 | -1.2 | 0 | 0.0 |
| COc1ccc(-n2[nH]c(C)cc2=O)cc1 | -9 | 5 | 0.6 | 2 | 9 | 0.3 | 0.4 | 1 | 0.4 |
| CC(C)OC(=O)/C(=C/c1cccnc1)NC(=O)c1ccccc1 | -19 | 5 | 3.5 | -16 | -2 | 0.4 | 1.1 | -2 | 0.8 |
| CCCCCCCc1c(C)nc(N2CCOCC2)[nH]c1=O | 13 | 5 | -4.1 | -13 | 3 | -0.3 | 0.4 | 2 | 0.8 |
| O=C(Cc1ccccc1)NCC(=O)N1CCCCC1 | -16 | 7 | -0.8 | -16 | 0 | 0.4 | 0.1 | 4 | 1.1 |
| Cc1ccc(C(=O)Nc2nnc(C3CCCCC3)s2)o1 | -18 | 2 | 1.9 | 16 | -19 | 0.1 | -1.2 | 2 | 0.6 |
| COc1ccc2c(c1)C(c1ccc(C)o1)=NNC(c1ccccc1)=N2 | 5 | 5 | -0.1 | -5 | -20 | -0.1 | 0.0 | -4 | 1.1 |
| CN1CCN(c2oc(COc3ccc(-c4ccccc4)cc3)nc2C#N)CC1 | -11 | 2 | -1.4 | -72 | -6 | -1.2 | 0.7 | 1 | 0.0 |
| COc1ccc(NC(=O)COc2ccc(/C=N/O)cc2OC)cc1 | 2 | 0 | 2.0 | -8 | -24 | 3.0 | 0.2 | -1 | 0.6 |
| Cc1nn(C)c(C)c1/C=C/C(=O)c1ccc(Cl)cc1Cl | -8 | 13 | 0.6 | 1 | -61 | 8.1 | -0.1 | 11 | 3.2 |
| CCS(=O)(=O)c1ccc(O)c(NC(=O)/C=C/c2ccc(Cl)cc2)c1 | -11 | 1 | 0.1 | 43 | -1 | 1.8 | 0.4 | -3 | 0.6 |
| O=C(COc1ccc(Cl)cc1)Nc1ccc(Cl)cn1 | -12 | 5 | 2.5 | 7 | -28 | -0.3 | 2.2 | -3 | -0.8 |
| CCc1cccc2c(=O)c(C(=O)NCCN3CCOCC3)c[nH]c12 | -5 | -1 | -0.1 | -37 | 6 | -0.8 | -0.5 | -2 | 0.6 |
| O=S1(=O)CC(N2CCOCC2)c2ccccc21 (centres undefined) | -5 | 0 | -1.5 | -24 | 14 | -1.1 | 1.2 | -4 | 0.1 |
| Cc1nn(-c2ccc(F)cc2F)c(=O)c2noc(C)c12 | -3 | -2 | -1.0 | 10 | -19 | -1.6 | 1.8 | -1 | 0.5 |
| O=C(Nc1cccnc1)C1=NN(C2CCS(=O)(=O)C2)C(=O)CC1 (centres undefined) | 3 | 4 | -1.8 | -13 | -9 | -2.1 | 1.2 | 0 | -0.1 |
| CCOC(=O)c1[nH]c2ccccc2c1NC(=O)c1nonc1C | -13 | 2 | 0.4 | 2 | 18 | 0.6 | 0.2 | 1 | -0.6 |
| COc1ccc(Cl)cc1CSc1n[nH]c(C)n1 | -15 | 2 | -0.6 | -7 | 21 | 0.4 | 0.0 | 2 | -0.1 |
| COc1ccc(OCC(=O)N/N=C/c2ccc(O[C@@H]3O[C@H](CO)[C@@H](O)[C@H](O)[C@H]3O)cc2)cc1 | -22 | 8 | -1.0 | 6 | 3 | -0.3 | 3.4* | 2 | -0.6 |
| Cc1ccc(-n2c(SCC(=O)N/N=C/c3ccccc3C(=O)O)nnc2-c2ccc(Cl)cc2)cc1 | -8 | -4 | 0.7 | -11 | 20 | 0.1 | 1.8 | -4 | 0.2 |
| O=C(COC(=O)c1cc(=O)[nH]c2ccccc12)NC1CCCC1 | -10 | 7 | -0.3 | -80 | -15 | 1.4 | 0.7 | 6 | 0.5 |
| Cc1ccc(Oc2ccc(N)cc2)cc1 | 26 | 3 | 0.3 | -3 | 9 | 0.6 | 1.2 | 1 | 0.6 |
| COc1cnn(-c2cc(Oc3ccc(C)cc3)ncn2)c(=O)c1Cl | -7 | 6 | 3.5 | -20 | 2 | 0.0 | -0.7 | -1 | 0.7 |
| CCn1c(COc2ccccc2)nnc1SCC(=O)Nc1cc(C)ccc1OC | -16 | 2 | 0.1 | -26 | 9 | -1.3 | -1.8 | -1 | -0.1 |
| Cc1ccc(CCNC(=O)CCS(=O)(=O)c2ccc(Br)cc2)cc1 | -2 | 4 | 5.2 | 26 | -34 | -0.4 | 0.4 | -3 | -0.1 |
| COc1ccc2c(c1)C(C1C(=O)CCCC1=O)c1ccccc1O2 (centres undefined) | -14 | 7 | 0.0 | -15 | 39 | -0.8 | 1.1 | 1 | -0.1 |
| N#C/C(C(=O)N1CCCCC1)=C1/N=C(N)c2ccccc21 | 5 | 2 | 0.9 | 4 | 5 | 0.2 | 0.4 | -2 | 1.2 |
| Cc1ccc(S(=O)(=O)NC(=O)N2CCCN(Cc3ccc(F)cc3)CC2)cc1 | -14 | 3 | 0.2 | -15 | 0 | -0.6 | 1.4 | -1 | 0.8 |
| O=C(Nc1ccccc1)N(CCc1ccncc1)C1CCCCC1 | 4 | 0 | -0.7 | . | . | 0.3 | 0.8 | -4 | -1.1 |
| CCOC(=O)c1c(C)[nH]c(C=Nc2ccccc2)c1O | 0 | 6 | -2.4 | -10 | -14 | 1.4 | -0.4 | 4 | -0.1 |
| CCNC(=S)N/N=C/c1sccc1C | -25 | 1 | 0.4 | 3 | -5 | -1.2 | 0.4 | -3 | -0.1 |
| Cc1cc(N2CCN(C(=O)c3ccco3)CC2)n2nc(-c3cccc(Cl)c3)cc2n1 | -17 | 1 | 0.9 | -94 | 17&-5 | -1.0 | -0.3 | -2 | 1.0 |
| Cn1nc(C(F)(F)F)c(-c2cccc(C(F)(F)F)c2)c1NC(=O)c1nccnc1C(=O)O | -3 | -2 | -1.5 | -9 | 22 | 1.5 | 0.2 | 2 | 0.1 |
| Cc1cc(C)c(C(=O)COC(=O)c2cccc(S(=O)(=O)NCc3ccccc3)c2)cc1C | -12 | 6 | 2.0 | -1 | 1 | 1.8 | -0.4 | 2 | 0.1 |
| N#CCC(=O)NNC(=S)Nc1ccccc1C(F)(F)F | -17 | 16 | -0.3 | -11 | 11 | 1.8 | 1.9 | 4 | 1.0 |
| CCCN(CC(=O)Nc1ccccc1Br)CC(=O)Nc1ccc(F)c(F)c1F | -14 | 6 | 2.3 | -3 | 7 | -0.7 | -0.8 | 0 | -0.4 |
| CCOC(=O)c1c(C)nc2c(c1-c1ccccc1)C(=O)CCC2 | -17 | 6 | -2.9 | -8 | 15 | 1.8 | -0.2 | 5 | -0.6 |
| O=C(NCc1ccccc1Cl)C(=O)NCC1OCCN1S(=O)(=O)c1cccs1 (centres undefined) | -20 | 7 | 0.1 | -96 | -5 | 0.3 | 0.4 | 1 | -0.1 |
| CCC(C)NC(=O)c1c(N)n(/N=C/c2cccnc2)c2nc3ccccc3nc12 (centres undefined) | -6 | 0 | 0.4 | -20 | 4 | 0.3 | 0.4 | -3 | 1.4 |
| Cc1cc(C(=O)N2CCN(C/C=C/c3ccccc3)CC2)no1 | 5 | 2 | 1.9 | -4 | -19 | -0.1 | 0.3 | -2 | 0.8 |
| COc1cc2[nH]c(=S)nc(NCCc3ccc(S(N)(=O)=O)cc3)c2cc1OC | 5 | 5 | 0.9 | -2 | -26 | 1.7 | 0.0 | 2 | 1.6 |
| S=C(NCc1ccncc1)Nc1ccc(Cl)cc1 | -14 | 6 | 2.3 | 5 | -40 | 4.5 | 0.9 | 0 | 1.3 |
| CCOC(=O)C1CCCN(C(=O)c2cc(=O)c3ccccc3o2)C1 (centres undefined) | 0 | 6 | -0.6 | 3 | 16 | 0.5 | -0.3 | 0 | -0.2 |
| CC(=O)Nc1cccc(NC(C)=O)n1 | -20&-7 | -1&3 | -0.4&1.3 | -15&18 | 1&13 | 2.0&-0.8 | 0.8&0.2 | -2&-3 | 0.6&0.2 |
| O=C(CCCO)N/N=C/c1cc(Br)ccc1O | -9 | 1 | 1.0 | -292 | -14 | 0.6 | 0.3 | -4 | 0.7 |
| Cc1ccc(N(CN2C(=O)c3ccccc3C2=O)C(=O)c2ccc([N+](=O)[O-])cc2[N+](=O)[O-])cc1 | 5 | 3 | -0.8 | -6 | 19 | 0.1 | 0.3 | 0 | 0.3 |
| CC(=O)Nc1cccc(-c2cc(-c3c(Cl)cccc3Cl)no2)c1 | -11 | -4 | 1.0 | 9 | -90 | 1.7 | -0.8 | -2 | 0.6 |
| Cc1ccc(-c2nn(-c3ccccc3)cc2NC(=O)c2ccccc2)cc1 | -8 | 6 | -0.1 | -4 | 43 | -0.3 | -0.9 | 3 | 0.2 |
| Clc1ccc(C=NC23CN4CN(CN(C4)C2)C3)cc1 | 5 | 0 | 0.6 | 20 | 8 | -0.6 | -0.5 | -4 | 0.8 |
| O=C(CSc1nc(O)cc(=O)n1-c1ccccc1)Nc1ccccn1 | -3 | 7 | 2.1 | -27 | 10 | 0.4 | 0.9 | -1 | 1.3 |
| O=c1c(Cc2ccccc2)c(O)nc2n1CCCS2 | 16 | -1 | 1.9 | 8 | 29 | 0.7 | 1.1 | -2 | -0.5 |
| Cc1ccccc1C(=O)c1cccn1CC(=O)N1CCCCCC1 | -7 | 9 | 1.8 | 7 | 14 | -0.3 | -0.3 | 5 | -1.2 |
| CCOC(=O)C1CCN(C(=O)C2c3ccccc3C(=O)N(C)C2c2ccc(OC)cc2)CC1 (centres undefined) | 7 | 8 | -0.3 | 18 | 6 | 2.2 | -1.0 | 4 | 0.2 |
| S=C(NCCc1ccccc1)NC1CCCCCC1 | -15 | 1 | 4.0 | -26 | -7 | 2.5 | 0.9 | -1 | 0.0 |
| Cc1ccc2cc(CCNC(=O)c3cc4ccccc4o3)c(=O)[nH]c2c1C | -2 | 3 | 0.9 | 54* | -60 | 0.8 | -0.3 | 2 | 0.2 |
| Cc1ccccc1-n1nnc2c(=O)oc3ccccc3c21 | -5 | 3 | 0.6 | -2 | -12 | -1.4 | 0.6 | -2 | -1.4 |
| Cn1c(=O)c([N+](=O)[O-])c(N2CCSCC2)c2ccccc21 | 4 | 2 | -0.7 | 17 | -2 | -1.4 | -0.3 | -4 | 0.0 |
| COc1cc2c(cc1OC)CN(c1ccc([N+](=O)[O-])cc1C#N)CC2 | -1 | 4 | -0.8 | -19 | -13 | 0.0 | -0.1 | -2 | 0.2 |
